Screening data from PubChem.
MsrA act – bovine methionine sulfoxide reductase A activation. AID 602163. activation, % at 10.6 µM. purified bovine MsrA, absorbance read-out. 360,000 tested, 0.3% active; in the data active means activation above about 7.5%;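 further: 0% = vehicle and 100% = reference activator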
Tb MetRS inh – Trypanosoma brucei MetRS inhibition; inhibition, % at 11.9 µM; purified T. brucei MetRS, ATP depletion, Kinase-Glo luminescence; 360,000 tested, 0.4% active;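 active means inhibition above a per-plate cutoff of the control wells' mean inhibition plus 3 SD, cut at about 5.5% in these data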;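 further: 0% = DMSO wells median and 100% = median of wells with control inhibitor compound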
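Dosing: 11.9 µM single point; system: parasite MetRS enzyme; technique: luminescence of leftover ATP; times: 15 min enzyme-compound preincubation, 2 h reaction, 10 min detection, 25 °C; replicates: each compound tested once; read-out basis: percent inhibition relative to median high and low control wells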
MsrA inhibitor – bovine MsrA inhibition; purified bovine MsrA, absorbance read-out; inhibition, % at 15.5 µM; 360,000 tested, 0.75% active; in the data active means inhibition above about 4.5%;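 further: 0% = vehicle wells with enzyme and 100% = reference inhibitor wells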
CendR NRP1 mod – alters CendR peptide binding to human NRP-1. O14786. inhibition, % at 25 µM. 360,000 tested, 0.85% active. FAM-RPARPAR peptide binding to NRP-1, fluorescence polarization. AID 602438;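 active means inhibition or corrected inhibition above about 18%, plus a signal ratio from 0.5 to 1.5, limit read from the data, passing the limit was not always enough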; further: strong numbers were not always called active
MT1-MMP act inh – MT1-MMP (human) activation inhibition; P50281; HT1080 RFP-PRO-GFP cells, GFP/RFP ratio fluorescence, overnight; percent of plate control window, DMSO zero; GFP/RFP ratio change, % at 20 µM; 360,000 tested, 0.061% active;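 active means GFP/RFP ratio change of at least 30% with cell ATP level not reduced by more than half and red fluorescence within 50% of control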; further: strong numbers were not always called active
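Compound: 20 µM single dose, 1% DMSO / System: HT1080 RFP-PRO-GFP cells / Controls: DMSO and RFP-L50D-GFP cell wells / Read-out basis: GFP/RFP fluorescence ratio / Schedule: overnight compound exposure at 37 °C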
FAS-TE inh – inhibitors of human fatty acid synthase thioesterase domain. P49327. recombinant FAS-TE, OMFH fluorogenic substrate, fluorescence endpoint. inhibition, % at 15 µM. 360,000 tested, 0.67% active. AID 602261;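 active means compounds whose normalised, plate-corrected inhibition of enzyme fluorescence in the single-dose primary screen is 50% or more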;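 further: 0% = DMSO with enzyme and 100% = substrate without enzyme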
PABP1 MLLE inh – blocks PAM2 peptide binding to the PABP1 MLLE domain; P11940; GST-MLLE / FITC-PAM2 fluorescence polarization; 360,000 tested, 0.36% active; inhibition, % at 20 µM; in the data active means inhibition above about 35%, passing the limit was not always enough;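 further: plate controls were DMSO wells with GST-MLLE for no effect and wells lacking GST-MLLE protein for full effect; some results filed as inactive read as strong as hits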
SKN-1 block – blocks SKN-1 activity in C. elegans; C. elegans VP596 Pgst-4::GFP/RFP ratio, acrylamide-induced, 24 h; inhibition, % at 21.8 µM; 360,000 tested, 0.49% active;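 active means interference check ratio from 0.5 to 1.5 plus GFP to RFP signal ratio inhibition reaching or exceeding a fixed threshold, cut at about 30% in these data, passing the limit was not always enough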; further: some compounds called inactive have numbers as strong as hits
E coli Lon inh – E. coli protease La inhibition; AID 602123; P0A9M0; inhibition, % at 7.94 µM; purified E. coli Lon protease, fluorescence polarization; 360,000 tested, 0.42% active; in the data active means inhibition above about 13%, passing the limit was not always enough;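 further: 0% = enzyme with probe and DMSO and 100% = no enzyme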
Target sequence (P0A9M0 whole entry, looked up): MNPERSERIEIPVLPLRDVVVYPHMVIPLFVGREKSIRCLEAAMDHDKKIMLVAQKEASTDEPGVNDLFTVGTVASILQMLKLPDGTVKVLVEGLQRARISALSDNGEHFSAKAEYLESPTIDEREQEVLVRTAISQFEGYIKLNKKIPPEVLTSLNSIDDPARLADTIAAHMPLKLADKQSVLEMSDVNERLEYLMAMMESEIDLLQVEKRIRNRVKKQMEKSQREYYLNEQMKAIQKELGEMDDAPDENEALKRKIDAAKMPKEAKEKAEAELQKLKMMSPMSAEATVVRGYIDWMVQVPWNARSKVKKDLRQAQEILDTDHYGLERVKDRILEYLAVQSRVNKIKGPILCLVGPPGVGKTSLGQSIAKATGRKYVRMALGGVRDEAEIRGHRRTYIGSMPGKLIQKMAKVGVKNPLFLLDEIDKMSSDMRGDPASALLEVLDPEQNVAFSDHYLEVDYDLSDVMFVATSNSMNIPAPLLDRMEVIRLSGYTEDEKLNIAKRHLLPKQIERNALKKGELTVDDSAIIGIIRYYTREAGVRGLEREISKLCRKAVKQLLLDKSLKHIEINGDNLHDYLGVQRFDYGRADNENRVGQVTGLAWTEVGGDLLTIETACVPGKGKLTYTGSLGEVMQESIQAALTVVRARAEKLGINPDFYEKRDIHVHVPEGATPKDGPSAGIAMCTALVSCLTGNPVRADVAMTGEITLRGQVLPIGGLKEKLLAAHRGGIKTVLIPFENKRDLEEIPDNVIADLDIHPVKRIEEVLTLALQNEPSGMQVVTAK
Active calls of the source: *; . = not tested or not shown.

SMILES,MsrA act,Tb MetRS inh,MsrA inhibitor,CendR NRP1 mod,MT1-MMP act inh,FAS-TE inh,PABP1 MLLE inh,SKN-1 block,E coli Lon inh
O=C(N/N=C/c1ccco1)C1CC1c1ccccc1 (stereo not given),-6.6,-1.0,-0.1,-5.1,4.3,-9.3,28.4,3.0,6.0
COc1cc(CNc2ccc3[nH]c(=O)[nH]c3c2)ccc1OCc1ccccc1C,-2.4,-0.6,1.7,-22.3,-10.8,5.7,0.0,4.6,-297.4
COC(=O)c1ccc(C2/C(=C(\O)c3ccc(OC)c(C)c3)C(=O)C(=O)N2c2cc(C)on2)cc1 (stereo not given),-13.0,-0.9,1.8,-16.4,7.8,4.5,6.6,-15.1,-2.1
COc1ccc2c(c1)c1ncn(CCCN3CCOCC3)c(=O)c1n2C,-2.3,-0.3,1.1,0.7,13.2,-7.1,4.4,18.2,0.1
Cn1cc(CCC(=O)NCc2cccc(Cl)c2)c2ccccc21,-5.5,-0.6,1.3,10.0,-1.3,1.2,1.5,-13.9,-1.1
CCOc1ccc(NC(=O)CC2NCCNC2=O)cc1 (stereo not given),-4.3,-0.8,0.6,4.3,1.1,-12.6,3.5,2.6,-4.7
NS(=O)(=O)c1ccc(N/N=C/c2ccncc2)cc1,-2.4,0.1,2.1,-5.2,-3.9,-1.5,-11.7,33.0,-5.6
CCN(CC)CCOc1c(C)cccc1Cl,-3.0,0.4,1.4,10.7,-2.0,-4.6,-0.8,-0.2,-5.4
CCN(CC)C(=O)C1=C(C)N(CCC2=CCCCC2)C(=O)C(CC(=O)NCc2cccc3ccccc23)C1 (stereo not given),1.1,-0.2,0.1,-4.6,-4.0,16.9,0.0,-1.3,1.0
CCn1nc(C)c(C2C(C#N)=C(N)Oc3n[nH]c(C)c32)c1C (stereo not given),-2.7,0.6,-0.1,-5.5,2.6,-9.1,-10.6,9.1,6.7
NC(=O)CC(NC(=O)Cc1ccc(Br)cc1)c1ccc(NCCc2ccc(Cl)cc2)c([N+](=O)[O-])c1 (stereo not given),-5.0,-0.4,-1.1,-60.3,2.9,8.8,-37.4,0.3,-2.9
COc1ccc(S(=O)(=O)NC(=O)C2(C)CCN2C(=O)C(C)(C)c2ccccc2)cc1 (stereo not given),-1.8,-0.1,-0.2,8.5,-7.1,-6.7,-2.2,9.3,-10.8
CC1CCCCC12NC(=O)N(CC(=O)Nc1cccnc1)C2=O (stereo not given),-2.5,-0.2,-1.8,6.1,3.5,-6.6,-9.1,5.6,-2.0
Cc1nnc(SCCC(=O)Nc2ccccc2Cl)o1,-2.0,-0.2,-1.2,4.2,-3.0,-5.6,14.4,8.1,5.8
COc1ccc(-c2ccnc(SCC(=O)c3ccc(Cl)cc3)n2)cc1,-2.9,-0.8,-0.6,-16.5,-0.7,21.9,0.9,13.7,-3.1

Two compounds picked at random from the list so far:
SMILES,MsrA act,Tb MetRS inh,MsrA inhibitor,CendR NRP1 mod,MT1-MMP act inh,FAS-TE inh,PABP1 MLLE inh,SKN-1 block,E coli Lon inh
NC(=O)CC(NC(=O)Cc1ccc(Br)cc1)c1ccc(NCCc2ccc(Cl)cc2)c([N+](=O)[O-])c1 (stereo not given),-5.0,-0.4,-1.1,-60.3,2.9,8.8,-37.4,0.3,-2.9
Cc1nnc(SCCC(=O)Nc2ccccc2Cl)o1,-2.0,-0.2,-1.2,4.2,-3.0,-5.6,14.4,8.1,5.8

The list continues.
SMILES,MsrA act,Tb MetRS inh,MsrA inhibitor,CendR NRP1 mod,MT1-MMP act inh,FAS-TE inh,PABP1 MLLE inh,SKN-1 block,E coli Lon inh
CCN(CC)CCn1c2ccccc2c2nc(C)sc21,-2.2,-0.6,-0.2,0.8,-8.0,-4.2,4.1,-11.9,4.0
O=C(NCc1ccc(Cl)cc1)c1cnccn1,-0.6,-0.2,-0.3,6.1,-3.7,-1.2,10.9,14.9,-5.2
COC(=O)C(NNc1ccccc1)(NC(=O)c1ccc(F)cc1)C(F)(F)F (stereo not given),-5.7,0.4,-1.2,-1.6,-0.4,3.3,-2.6,-11.4,11.5
FC(F)(F)c1cccc(N2CCN(CC3CC=CCC3)CC2)c1 (stereo not given),0.6,0.0,0.5,11.7,3.0,11.2,8.8,6.3,4.7
O=C(NNc1ccc(F)cc1F)C1CCC1,-3.7,-0.2,0.3,2.1,0.2,-0.6,5.0,21.6,12.5
Cc1ccc(C(=O)O)cc1NCc1ccncc1,-1.7,-0.5,1.1,-0.4,-1.1,-4.4,2.4,15.6,-3.0
COC(=O)c1ccccc1NC(=O)NC1CCN(Cc2ccccc2)CC1,-1.4,-0.1,1.4,-9.8,-1.4,-3.7,-2.1,0.0,-3.4
CCOC(=O)CNC(=S)N(Cc1ccccc1)Cc1cccnc1,-6.1,-0.4,0.0,6.0,-3.2,-0.8,-74.2,-9.2,-10.3
CC(C)=CCC/C(C)=C/CNC(=O)CC1C[C@H](C(=O)N(C(C)C)C(C)C)[C@@]2(C)c3[nH]c4ccccc4c3CCN2C1=O (stereo not given in full),3.5,-1.7,-1.0,19.2,-25.9,21.0,-13.5,10.9,2.8
CCOC(=O)c1cccc(NC(=O)c2cccs2)c1,-3.5,-0.1,-0.9,11.5,0.2,3.0,0.2,33.4,-0.9
CN(c1ccccc1)S(=O)(=O)c1ccc2c(c1)oc(=O)n2C,-0.9,0.0,0.1,-11.4,-3.2,-0.4,9.1,-14.2,1.2
CCCCNC1CCS(=O)(=O)C1 (stereo not given),-6.9,-0.7,-1.2,9.6,1.3,-8.9,-1.6,-3.7,-2.0
Cc1cccc(CN2CCC(C(=O)Nc3ccc(Oc4cccnc4)cc3)CC2)c1,-4.1,-0.3,0.3,10.1,2.7,-3.0,-7.7,-4.4,7.2
Cc1noc(C)c1COC(=O)/C=C/c1ccccc1Cl,1.9,-0.2,0.0,7.4,.,10.1,-8.0,0.4,8.1
CN(C(=O)c1ccc2c(c1)C(=O)N(CCC1=CCCCC1)C2=O)C1CCCCC1,5.8,-0.3,0.0,0.0,-2.7,22.8,-6.8,15.2,-5.6

Entries from the list above that have a CF3 group:
SMILES,MsrA act,Tb MetRS inh,MsrA inhibitor,CendR NRP1 mod,MT1-MMP act inh,FAS-TE inh,PABP1 MLLE inh,SKN-1 block,E coli Lon inh
COC(=O)C(NNc1ccccc1)(NC(=O)c1ccc(F)cc1)C(F)(F)F (stereo not given),-5.7,0.4,-1.2,-1.6,-0.4,3.3,-2.6,-11.4,11.5
FC(F)(F)c1cccc(N2CCN(CC3CC=CCC3)CC2)c1 (stereo not given),0.6,0.0,0.5,11.7,3.0,11.2,8.8,6.3,4.7

New compounds follow
SMILES,MsrA act,Tb MetRS inh,MsrA inhibitor,CendR NRP1 mod,MT1-MMP act inh,FAS-TE inh,PABP1 MLLE inh,SKN-1 block,E coli Lon inh
COc1ccccc1NC(=O)Nc1nc(C(N)Cc2ccc(C(F)(F)F)cc2)cs1 (stereo not given),-2.2,-0.2,0.4,0.1,0.6,-3.5,8.6,10.9,-0.8
Cc1nc(-c2ccc([N+](=O)[O-])cc2)c(-c2ccccc2)o1,-3.6,-0.3,2.6,6.4,-0.1,6.8,4.5,4.0,-0.1
CC(=O)c1c(C)nc2ccccc2c1N,-13.2,-1.2,1.5,4.1,-0.6,-3.9,11.6,-16.7,-1.9
O=C(O)CCCNC(=O)/C(=C\C=C\c1ccccc1)NC(=O)c1ccccc1Cl,1.0,-0.4,5.8*,18.6,0.8,-2.9,7.2,1.5,-0.1
CCOC(=O)Cc1csc(NC(=O)c2c(O)c3ccccc3n(CC(C)C)c2=O)n1,-4.1,-0.4,0.0,-4.9,-0.5,1.1,-5.5,11.3,-7.8
Cc1ccc2ncnc(-c3ccccc3)c2c1,-2.9,-0.2,0.6,5.1,0.7,2.3,-5.9,-12.8,-9.9
CCCCCC(=O)N1CC2(CC(c3cccc(NC(=O)COc4ccc(Cl)cc4)c3)=NO2)C[C@@H]1C(N)=O (stereo not given in full),3.3,-0.1,0.2,5.1,1.3,2.5,-5.9,7.2,0.0
CCN(CC)C(=S)NC(=O)c1ccc(F)cc1,-7.4,0.5,0.5,-2.9,-5.2,-10.3,28.2,-2.1,-1.1
COc1ccccc1/C=C1\SC(=S)N(CCC(=O)NCCCn2ccnc2)C1=O,-2.3,0.1,1.7,13.6,1.1,-9.3,4.8,-14.5,-14.5
c1ccc(OCCNc2ccn3nc(-c4ccc(OCCN5CCOCC5)cc4)cc3n2)cc1,-2.2,-0.3,1.2,-13.8,3.7,6.2,-17.3,-7.7,-7.9
COc1ccc(NC2CC(=O)N(CCc3ccccc3)C2=O)cc1 (stereo not given),-1.0,-0.6,0.1,-2.2,-0.5,-5.4,-5.0,37.8*,2.1
CC(C)C[C@H](NC(=O)OCC1c2ccccc2-c2ccccc21)C(=O)O,-3.6,-0.6,2.6,-5.8,-1.6,-2.1,3.5,7.0,-11.5
Cn1cc(Br)cc2nc(C(F)(F)F)nc1-2,-2.2,-0.5,0.6,5.4,-2.4,-9.4,-16.1,-2.3,-0.3
O=C(O)Cc1ccc(NC(=O)C2CCCCC2C(=O)O)cc1 (stereo not given),8.4*,-0.1,0.7,-0.7,4.8,-3.4,-3.2,16.7,-2.3
Cc1ccccc1OCC(O)Cn1c(N2CCCCC2)nc2c1c(=O)[nH]c(=O)n2C (stereo not given),-2.9,-0.6,-0.9,10.8,0.7,-5.0,13.9,5.5,-3.2
Cc1ccc(S(=O)(=O)NCC(=O)OCc2csc(CC(=O)Nc3ccccc3C)n2)cc1C,-1.4,-0.2,-0.5,-8.8,0.8,-1.4,-18.3,4.5,0.3
CCC1CCc2c(sc(NC(C)=O)c2C#N)C1 (stereo not given),-6.4,-0.7,1.3,0.8,4.4,2.7,4.8,5.6,3.4
S=C(NCCc1ccccn1)Nc1ccc(Cl)cc1,-0.1,0.5,-0.4,-11.6,4.1,-3.2,-28.9,7.8,3.4
CC(=O)N1N=C(c2ccc(C)o2)CC1c1cccc(F)c1 (stereo not given),-2.5,-0.4,3.4,-3.7,-3.5,0.6,9.4,2.9,-1.5
COc1ccccc1CNC(=O)C1CCCN(S(=O)(=O)c2cccs2)C1 (stereo not given),-6.0,-0.9,-0.3,-1.4,0.5,-4.7,-13.3,14.0,7.0
Cc1ccc(CSc2nc3nc(C)cc(C)c3c(=O)[nH]2)cc1,-0.1,-0.7,-1.2,2.9,-0.4,5.3,-10.0,3.3,-8.5
CCc1ccc(NC2=CC(=O)CC(C)(C)C2)cc1,-6.1,-0.7,0.6,3.7,2.6,0.2,-7.3,-9.3,-2.3
COc1ccccc1CN(CC(=O)NCc1ccco1)C(=O)CNS(=O)(=O)c1ccc(C)cc1,-9.4,1.0,1.2,-2.9,7.4,2.0,-0.6,2.5,-11.3
COc1ccc(NC(=O)c2c[nH]c(=O)n(-c3ccc(C)c(C)c3)c2=O)c(OC)c1,-0.5,-0.6,-1.4,-3.0,-0.7,-11.1,6.9,15.7,-2.8
COc1cccc([C@@H]2CC=C(C(=O)O)[C@H](c3ccc(Cl)cc3)N2S(=O)(=O)c2ccc(C)cc2)c1,-2.9,0.1,-1.0,-11.1,-1.8,-0.9,5.5,0.7,-11.9
O=C(Nc1ccccc1N1CCN(c2ccccc2)CC1)C1CCCCC1,-7.7,-0.5,-0.4,1.8,3.5,-1.3,-20.4,7.4,-7.2
O=C(NC(=S)Nc1ccccc1Cl)C1CC1,-6.4,-0.5,7.0*,8.8,1.8,3.7,40.9*,19.1,10.4
Cc1c(C(=O)N2CCOCC2)sc(NC(=O)CCl)c1C#N,-3.3,-0.8,0.8,15.2,1.5,-3.4,-8.6,-2.3,-6.2
